UDG counterscr: counter-screen for AID inhibitors: uracil-DNA glycosylase inhibition | FRET deamination/UDG coupled assay, UDG read, 4 h | Potency, µM (series often up to 115 µM), for inactives: top-dose activity change, negative = inhibition, hits mostly inhibitors | 0.14% of 91,000 active | AID 1347430; also: nearly all actives have a fitted effect of over 65% in size
AID inh: activation induced cytidine deaminase inhibition; AID deamination FRET fluorescence, UDG-coupled, 4 h; Potency, µM (titrated, usually from 115 µM), without a hit: at the highest dose activity change, negative = inhibition, hits mostly inhibitors; 0.32% of 91,000 active; also: nearly all actives have a fitted effect of over 25% in size
Target sequence (Q9GZX7 whole entry, looked up): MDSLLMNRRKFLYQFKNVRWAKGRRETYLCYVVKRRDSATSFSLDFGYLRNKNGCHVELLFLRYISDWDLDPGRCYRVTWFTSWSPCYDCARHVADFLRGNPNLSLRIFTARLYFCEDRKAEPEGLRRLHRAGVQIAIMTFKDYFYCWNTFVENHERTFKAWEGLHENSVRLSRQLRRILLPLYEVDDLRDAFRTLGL
Active calls of the source: *; ? = inconclusive; & = joins results of further samples; [ ] = another dose, or the depositor's remark. Calls follow the shape of the dose curve; as a rule, active = well fitted curve in the direction sought with a large enough effect; inconclusive = small, poorly fitted or top-dose-only effect, or another doubt; inactive = no such curve, though single readings can be large; an effect the other way counts as inactive or inconclusive. % is scaled to controls: 0 for no effect and ±100 for the full control effect; potency is read from the fitted curve at half-maximal effect. Only part of the results is shown; count on the stated rates, not on these rows.

Molecule | UDG counterscr | AID inh
Cc1cccc(CN2CCN(Cc3cc(=O)oc4cc(C)ccc34)CC2)c1 | 0% | -3%
Cc1cnc(C(=O)Nc2ccc(NC(=O)c3cccc(S(C)(=O)=O)c3)c(Cl)c2)cn1 | -13% | -2%
Cc1ccccc1NC(=O)CC(C)(C(=O)O)c1ccccc1 (centres undefined) | -2% | -2%
Cc1cccc(CSc2nnc3[nH]c(=O)cc(-c4ccccc4)n23)c1 | 0%&2% | -6%&-15%
O=C1/C(=C/c2ccsc2)Cc2ccccc21 | -4% | -15%
CC(=O)c1c(C(C)=O)c(C)n(-c2ccc(I)cc2)c1C | 9% | 7%
O=C(Cn1ncc2c3ccccc3n(Cc3ccccc3F)c2c1=O)N1CCCCCC1 | -2% | -6%
COc1ccc(N2CC(NC(=O)COc3ccc4ccccc4c3)CC2=O)cc1OC (centres undefined) | -5% | 28%

Among those listed so far, three contain four or more nitrogen atoms.
Molecule | UDG counterscr | AID inh
Cc1cnc(C(=O)Nc2ccc(NC(=O)c3cccc(S(C)(=O)=O)c3)c(Cl)c2)cn1 | -13% | -2%
Cc1cccc(CSc2nnc3[nH]c(=O)cc(-c4ccccc4)n23)c1 | 0%&2% | -6%&-15%
O=C(Cn1ncc2c3ccccc3n(Cc3ccccc3F)c2c1=O)N1CCCCCC1 | -2% | -6%

Further entries follow.
Molecule | UDG counterscr | AID inh
Cc1c(-c2cccc(Cl)c2)nc2ccccc2c1C(=O)NC1CCCCC1 | -3% | -8%
CNC(=O)c1c(NC(=O)c2ccc(S(=O)(=O)N3CCCCC3)cc2)sc2c1CCC2 | 5% | -7%
COc1ccc(OS(=O)(=O)CCc2ccccc2)cc1 | 5% | -15%
NC(=O)C1CCN(CC(=O)Nc2cccc(Cl)c2)CC1 | 0% | 1%
CCC(=O)Nc1ccccc1-c1nc2ccccc2n(CC(=O)c2ccc(Br)cc2)c1=O | 30% | 8%
O=C(Nc1ccnc(Cl)c1)C1CC2CCC1C2 (centres undefined) | -5% | -11%
COc1cc(NC(=O)C2(C#N)CCCC2)c(OC)cc1NC(=O)c1ccccc1 | -6% | -4%
O=C(CCc1ccc(F)cc1)N1CCC(c2nc3ccccc3s2)CC1 | 2% | -12%
Cc1ccc(C(=O)/C=C/c2ccccc2C)o1 | 3% | -16%
Cc1ccc(S(=O)(=O)c2nnn3c2nc(N2CCCC(C)C2)c2cc(Cl)ccc23)cc1C (centres undefined) | -9% | 4%
COc1ccccc1CN(C)CC(=O)N(C)c1c(N)n(Cc2ccccc2)c(=O)[nH]c1=O | 7% | -6%
COC(=O)c1cccc(NC(=O)c2cnc(C)cn2)c1 | 10% | 16%
CCc1nn2c(=O)cc(COC(=O)c3ccc4c(c3)OCO4)nc2s1 | 3% | 82%[activator]
Cc1ccc(/C=C/C(=O)OCc2ccc(C#N)cc2)cc1 | -2% | -3%
CCOc1ccccc1NC(=O)C1=C(C)Nc2ncnn2C1c1sccc1C (centres undefined) | -12% | 1%
CSc1ccccc1C(=O)NCCC1=CCCCC1 | 7% | 0%
C/C(=N/Nc1ccc(S(N)(=O)=O)cc1[N+](=O)[O-])c1ccc(Cl)c(Cl)c1 | -3% | 14%
Cc1ccc(C(C)C)c(OCC(O)CN2CCN(c3ccccc3F)CC2)c1 (centres undefined) | -4% | -14%
O=C(OCCOc1ccc(Cl)cc1)c1ccccc1C(=O)c1ccc(Cl)cc1 | -2% | -6%
Fc1ccc(-c2nc(CSc3ccc4c(c3)OCCO4)cs2)cc1 | 1% | -5%
Cc1ccc(S(=O)(=O)c2cn(C)c3cc(N4CCN(C)CC4)c(F)cc3c2=O)cc1 | 28% | -3%
O=c1[nH]c2ccc(NS(=O)(=O)c3ccc(F)cc3)cc2s1 | -3% | 5%
COCCn1c(C)cc(O)c(C(c2ccccc2)N2CCN(c3ccc(F)cc3)CC2)c1=O (centres undefined) | 3% | 6%
O=C(Nc1nnc(C2CC2)s1)c1ccc(Cl)c(S(=O)(=O)N2CCc3ccccc32)c1 | -3% | -2%
CCN(CC)S(=O)(=O)c1ccc2c(c1)N(CC(=O)NCCCN1CCN(c3cc(Cl)ccc3C)CC1)C(=O)CO2 | 8% | 9%
CCCC(=O)Nc1ccc(-c2nc3ncccc3o2)cc1C | -6% | 3%
CC1(C)Cc2c(C#N)c(Nc3ccccc3)n3c(SCC(=O)O)nnc3c2CO1 | 0% | -3%
CCOc1ccc(NC(=O)CCS(=O)(=O)c2ccc3nc(C)sc3c2)cc1 | -23% | 3%
Cc1cn2c(=O)c(S(=O)(=O)NCc3ccccc3Cl)c(C)nc2s1 | 27% | 2%
CCOC(=O)c1c(C)[nH]c(CCC(=O)Nc2cc(C)ccc2OC)c1C | -9% | -14%
COc1ccc(OC)c(NC(=O)c2cnc(N3CCCC3)nc2C)c1 | -9% | 50%[activator]
CCn1c(-n2nc(C)c(C)c2C)nc2c1c(=O)n(Cc1c(F)cccc1Cl)c(=O)n2C | 3% | -7%
CCCc1noc(CSc2nnnn2-c2cc(C)ccc2OC)n1 | -18% | -6%
COc1cccc(-n2cnc3c2NC(=O)CC3c2ccccc2)c1 (centres undefined) | -6% | ?
CCc1ccc(Oc2ccc(C#N)c(C#N)c2)cc1 | 2% | -14%
CCN(C(=O)Cn1nc(Cc2ccncc2)c2ccccc2c1=O)c1ccc(OC)cc1 | -8%[57.5 µM] | -20%
CCCC(=O)Nc1ccccc1OCc1cc(=O)n2cc(C)ccc2n1 | -18% | -8%
CSC1=N/C(=C\c2ccc3ccccc3c2)C(=O)S1 | -1% | -6%
COc1cc(/C=C(\C#N)C(=O)C(C)(C)C)ccc1OCc1ccc(Cl)cc1Cl | 1% | 1%
O=C(c1ccco1)N(Cc1cccnc1)Cc1cc2ccccc2[nH]c1=O | 10% | 4%
CCOc1ccc(CNC(=O)c2cnc(SC)nc2CC)cc1 | 0% | 7%
Cc1c(OS(C)(=O)=O)ccc2c1O/C(=C\c1ccc3c(c1)OCO3)C2=O | -3% | -7%
CC(=O)/C(=C1\NC(C)(C)Cc2cc(C)c(C)cc21)c1ccccc1 | -13% | -12%
Cc1ccc(Cl)cc1NC(=O)c1ccccc1-c1ccccc1 | 6% | 9%
COc1ccc(CCNC(=O)C(C)n2nc(C)c3c(C)n(-c4ccc(C)cc4)nc3c2=O)c(OC)c1 (centres undefined) | 16% | -14%
O=C(Nc1cccc(Cl)c1)c1nn(-c2ccccc2)c(=O)c2ccccc12 | -3% | -1%
CNC(=O)NC(=O)C(C)OC(=O)c1cc(C(F)(F)F)cc(C(F)(F)F)c1 (centres undefined) | 7% | -3%
COc1cc(NS(=O)(=O)c2ccc3oc(=O)c4ncn(C)c4c3c2)cc(OC)c1 | -5%[57.5 µM] | 54%[activator]
COc1ccc(CCC(=O)NC2CC(=O)N(c3ccc(C)cc3)C2)cc1 (centres undefined) | -4% | -5%
O=C(C1=Cc2cc(Cl)ccc2OC1)N1CCN(S(=O)(=O)c2ccc(F)cc2)CC1 | -8% | -9%
CCc1nn(CCCC(=O)NCc2ccc(C)cc2)c(=O)c2cc3occc3n12 | 22% | 1%
CCOC(=O)c1ccccc1NC(=O)N1CCC(CN2CCCCC2)CC1 | 11% | -1%
CCCNC(=O)C12CC3CC(C1)CC(c1ccc(C)cc1)(C3)C2 | -3% | -8%
C=CCNC(=O)NC(=O)CN(Cc1ccccc1)CC(C)C(=O)OC (centres undefined) | 5% | 3%
Cc1cccc(NC(=O)c2sc3nc(-c4cc5ccc(O)cc5oc4=O)[nH]c(=O)c3c2C)c1 | -20% | -3%
CN(C)CCCCC#N | -2% | 6%

Further compounds.
Molecule | UDG counterscr | AID inh
COc1ccc(/C=C(\C#N)c2nc3ccccc3[nH]2)c(OC)c1 | 5% | 9%
COc1ccc(NS(=O)(=O)c2ccc3[nH]c(=O)ccc3c2)cc1OC | 5% | 7%
Cc1cccc(C)c1NC(=O)CNC(=O)CSc1nc(Cc2ccccc2)c(C)[nH]1 | 1% | -1%
CCCCN(Cc1ccccc1)c1ccc(NS(=O)(=O)c2ccc(C(C)(C)C)cc2)cc1C(=O)O | -1% | -5%
COc1ccc(C)cc1NC(=O)CN1C(=O)COc2ccc(S(=O)(=O)NC3CCCC3)cc21 | 1%[57.5 µM] | 2%
CC(=O)c1cccc(NC(=O)C2CCN(S(=O)(=O)c3ccccc3)CC2)c1 | -12% | -5%
Cc1nc(NCc2ccccc2)sc1C(=O)NC1CCCC1 | 1% | -5%
N#Cc1nc(-c2ccc(Cl)cc2)oc1NCc1ccccc1Cl | -8% | -7%
COc1ccc(NC(=O)C2CCN(S(C)(=O)=O)CC2)cc1 | -5% | -2%
COc1cc(C(=O)/C=C/c2cccc(F)c2)ccc1S(C)(=O)=O | 1% | -14%
NC(=S)N/N=C/c1ccc(Cl)cc1 | 13% | 5%
Cc1ccccc1Cn1ccc(NC(=O)C2=CC(c3ccc(F)cc3)=NS(=O)(=O)N2C)n1 | -2% | -1%
O=C(O)CCSC(C(=O)N1CCCCC1)c1ccccc1 (centres undefined) | 6% | 4%
COc1cc2nc(NC(=O)c3ccc(S(=O)(=O)N4CCCC4)cc3)sc2cc1OC | -9% | 24%
Cc1ccc(CNC(=O)c2ccc3c(O)c(S(=O)(=O)c4ccc(Cl)cc4)c(=O)[nH]c3c2)cc1 | 0% | -11%
CCCn1c(-c2ccc(OCC#N)c(OC)c2)nc2c1c(=O)[nH]c(=O)n2Cc1ccccc1 | 10% | -5%
COc1cccc(NC(=O)CSC2=C(C#N)C(c3ccc(C(C)C)cc3)C3=C(CCCC3=O)N2)c1 (centres undefined) | 1% | -11%
O=S(=O)(NCCc1ncc2ccccn12)c1ccc(F)cc1 | -9% | -4%
CCc1cc(-c2ccccc2)nc2ccccc12 | -10% | -16%
Cc1cccc(OCC(=O)Nc2c(C(=O)N3CCN(c4ccccc4F)CC3)oc3ccccc23)c1 | -19% | -8%
COc1cccc(OC)c1C(=O)OCc1ccc(Br)cc1 | -7% | -15%
CCOC(=O)c1sc(C)nc1C | -10% | -2%
CC(C)OCCCNCc1ccc(C(C)C)cc1 | -2% | -6%
CN(CC(=O)NCC(F)(F)F)C(c1ccccc1)c1ccccc1 | 12% | 15%
CC(Sc1ccccc1C(=O)NCC(=O)C(C)(C)C)C(=O)Nc1ccccc1 (centres undefined) | -3% | 2%
Cc1cc(C)n(C(=O)c2ccc(C)c(S(=O)(=O)N3CCCC3)c2)n1 | 78%[activator] | -13%
CCOC(=O)C1CCN(C(=O)c2cc3cc(OC)ccc3[nH]2)CC1 | -4% | -8%
CC1CCN(S(=O)(=O)c2ccc3nc(NCc4ccc(F)cc4)ccc3c2)CC1 | -15%[57.5 µM] | ?
C=CCSC1=N/C(=C\C=C\c2ccccc2)C(=O)S1 | -3% | -5%
COc1ccc(-c2nnc(SCC(=O)Oc3cccc(C)c3C)o2)cc1 | -11% | 3%
CN(C)c1nc(N(C)C)nc(N(C)C)n1 | -6% | 2%
CN(CC(=O)N1CCN(c2ccccc2F)CC1)c1nnc(N2CCCC2=O)s1 | -7% | 0%
COc1cccc(CNC(=O)c2ccc(-c3nc(CS(=O)(=O)c4ccccc4)c(C)o3)cc2)c1 | 2%[57.5 µM] | 16%[57.5 µM]
COCCn1cnc2c1c(=O)n(CC(=O)Nc1ccc(F)c(F)c1)c(=O)n2CC(C)C | 3% | -3%
O=C(Nc1nc2ccc(Cl)cc2s1)c1ccc(S(=O)(=O)N2CCCC2)cc1 | -6% | -14%
CCc1cccc(NC(=O)Cn2nc(-c3ccc(OC)cc3)ccc2=O)c1 | -21%[57.5 µM] | -17%
C=C(Br)CNCCCC | 5% | 6%
Cc1cc(I)ccc1NC1CCOC1=O (centres undefined) | 5% | 1%
O=C(CSc1nc2c(c(=O)[nH]1)CN(Cc1ccc3c(c1)OCO3)CC2)Nc1ccccc1Cl | -1% | -22%
CC(=O)Nc1ccc(NC(=O)c2nc(-c3ccccc3)oc2C)cc1 | 5% | 15%
CCc1ccccc1NC(=O)c1cnc2sc(N3CCOCC3)nn2c1=O | 1% | 7%
Cn1ccc2c(OCC(=O)NCc3ccc(F)cc3)cccc2c1=O | 33%[activator] | 7%
COc1cccc(/C=C(\C#N)C(=O)Nc2ccccc2C(F)(F)F)c1OCc1ccc(F)cc1 | -5% | -13%
CCN(C(=O)Cn1cnc2onc(-c3ccc(F)cc3)c2c1=O)c1cc(C)ccc1C | 13% | 3%
Cc1cccc(C(=O)Nc2ccc(-c3nc4ncccc4o3)cc2C)c1 | -10% | -2%
Cc1ccc(-c2cc3ccccn3c2)cc1 | -5% | 4%
CS(=O)(=O)CCCN | 8% | 4%
CC(CC(=O)Nc1ccc(NC(=O)C(C)(C)C)cc1)c1ccccc1 (centres undefined) | -9% | 0%
CCOC(=O)C(C#N)c1nc2ccccc2nc1N1CCCC1 (centres undefined) | 2% | 2%
COC(=O)c1ccccc1S(=O)(=O)N1CCC(C(=O)NCCc2ccccn2)CC1 | 1% | -2%
Cc1ccc2ccc3cc(C(=O)Nc4ccc(C)c(F)c4)nc3c2[nH]1 | -24% | ?
CS(=O)Cc1cccc(C(=O)NC2CCCCC2)c1 (centres undefined) | -2% | -1%

Entries of single compounds, looked up by structure.
`CS(=O)Cc1cccc(C(=O)NC2CCCCC2)c1` (centres undefined) is listed as UDG counterscr: -2%; AID inh: -1%
`Cc1ccc2ccc3cc(C(=O)Nc4ccc(C)c(F)c4)nc3c2[nH]1` is listed as UDG counterscr: -24%; AID inh: ?

Assay outcomes deposited in PubChem by National Center for Advancing Translational Sciences (NCATS).
